S3 lipid droplet: qHTS Assay for Lipid Storage Modulators in Drosophila S3 Cells; Drosophila S3 cells, BODIPY lipid droplet fluorescence, 18-24 h; cells fed with added oleic acid; Potency in µM for hits, for the others lipid storage change, negative = inhibition, % at the top dose, mostly 46.1 µM; hit rate 0.64% among 320,000; AID 2685; active means well fitted inhibition curve with a large enough effect in the signal ratio, with a control signal flat, not every such curve was filed as active; inconclusive means small, poorly fitted or top-dose-only effect, or effect the other way, or a change in a side signal; the % refers to the signal ratio
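Drosophila S3 cells got compounds at several concentrations plus oleic acid (400 uM solution). Laser-scanning cytometry with 488 nm excitation read lipid droplets at 500-530 nm and cells at 575-640 nm. Percent activity was relative to 20 uM Triacsin C.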
S3 lipid droplet cell count max: recorded beside S3 lipid droplet, whose call it bears; cell number change, %; measured here: cell count max response;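 cells counted by Cell Tracker Red CMTPX staining in the red channel; peak over a dose series mostly up to 46.1 µM; percent activity relative to internal control wells on each plate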
* hit, by the source's call; i = inactive; ? = inconclusive; nt = no result given; [ ] = another dose, or the depositor's remark. On the % scale 0 is the no-effect control and ±100 the full control effect; potency means the concentration at half of the fitted maximal effect. Not all compounds are listed; rates above refer to the full screens.

| Molecule | S3 lipid droplet | S3 lipid droplet cell count max |
| --- | --- | --- |
| CCOc1ccccc1NC(=O)COC(=O)CC(C)(C)CC1=NS(=O)(=O)c2ccccc2N1 | ? | nt |
| Cc1cc(NC(=O)CSc2nc3ccccc3s2)no1 | i | 23 |
| c1ccc(CC2CCCNC2)cc1 (stereo not given) | ? | nt |
| COc1ccc(CC(=O)O/N=C(\N)Cc2cccc3ccccc23)cc1 | ? | nt |
| Cc1cc2c(cc1C)NC1=C(N2)OC(c2cccc(O)c2)C1=O (stereo not given) | ? | nt |
| Cc1ccc(C(=O)N2CCN(c3ncnc4c(-c5ccccc5)nsc34)CC2)cc1 | -20% | 0 |
| COCCCNC(=O)CC1C(=O)N(Cc2ccccc2)C(C)c2nc3ccccc3n21 (stereo not given) | 0% | 13 |
| CSc1ccc(Cn2nnc(C(=O)NCCc3ccc(Cl)cc3)c2N)cc1 | ? | nt |
| Nc1ccc2c(c1)Oc1ccccc1C=C2 | ? | nt |
| CCOc1cccc2cc(C(=O)N3CCc4ccccc43)c(=O)oc12 | ? | nt |
| CC(=O)C1=C(C)Nc2ncnn2C1c1ccc(Cl)cc1 (stereo not given) | ? | nt |
| COc1ccc(-c2noc(C3CCCN(C(=O)c4ccccc4OC)C3)n2)cc1 (stereo not given) | ? | nt |
| CCOC(=O)CNC(=O)Cn1c(C)cc2ccccc2c1=O | ? | nt |
| CCc1c(C)nc(SCC(=O)N2CCN(c3ccccc3)CC2)[nH]c1=O | 8% | 2 |
| Cc1nc(N2CCN(C(=O)c3ccco3)CC2)c2c3c(sc2n1)CCC3 | ? | nt |
| Cc1cc(C)c2c(N)c(C(=O)NN3CC(=O)N(c4ccccc4)CC3=O)sc2n1 | 3% | 16 |
| CCOc1ccc(C(C(=O)NC2CCCCC2)N(CCOC)C(=O)c2snc(C(N)=O)c2N)cc1 (stereo not given) | 7% | -1 |
| O=C(Nc1cccc(-c2cccc(Cl)c2)c1)C1CCN(CC2CCOC2)CC1 (stereo not given) | -4% | 27 |
| COCCCN1C(=O)C(=O)/C(=C(/O)c2ccc(OCC(C)C)cc2)C1c1cccnc1 (stereo not given) | -8% | -5 |
| Cc1[nH]c2ccccc2c1C(=O)C(C)OC(=O)c1ccc(Cl)nc1 (stereo not given) | ? | nt |
| CCOCCOC(=O)C1=C(C)NC2=C(C(=O)CC(c3cccs3)C2)C1c1ccsc1 (stereo not given) | 21% | -22 |
| Cc1cc(C)c(C)c(S(=O)(=O)N2CCC(C(=O)Nc3ccc(S(=O)(=O)N4CCOCC4)cc3)CC2)c1C | ? | nt |
| CSc1ccccc1-c1nnc(-c2ccc(C)cc2)o1 | ? | nt |
| CC(=O)c1cccc(NC(=O)C(C)N(C)CC(=O)Nc2ccc(Cl)cc2)c1 (stereo not given) | 10% | 11 |
| CC1(C)NC(=O)N(CC(=O)OCC(=O)NC(=O)c2ccccc2)C1=O | ? | nt |

Record cards (already shown).
CC(=O)C1=C(C)Nc2ncnn2C1c1ccc(Cl)cc1 (stereo not given) is listed as S3 lipid droplet = ?; S3 lipid droplet cell count max = nt
CC1(C)NC(=O)N(CC(=O)OCC(=O)NC(=O)c2ccccc2)C1=O is listed as S3 lipid droplet = ?; S3 lipid droplet cell count max = nt
CCOCCOC(=O)C1=C(C)NC2=C(C(=O)CC(c3cccs3)C2)C1c1ccsc1 (stereo not given) is listed as S3 lipid droplet = 21%; S3 lipid droplet cell count max = -22

Further entries.
| Molecule | S3 lipid droplet | S3 lipid droplet cell count max |
| --- | --- | --- |
| CN([C@@H](C(=O)OC(C)(C)C)c1ccccc1)S(=O)(=O)c1cccc(S(=O)(=O)N(C)[C@@H](C(=O)OC(C)(C)C)c2ccccc2)c1 | ? | nt |
| COc1ccc(CN2CCNC(=O)C2CC(=O)N(C)CCC2CCOCC2)c(OC)c1 (stereo not given) | ? | nt |
| CC(=O)OCCNC(=O)c1cc2ccccc2oc1=O | -30% | -5 |
| COc1ccc(C(=O)n2nc(C)cc2C)cc1OC | ? | nt |
| Cc1ccc(C(=O)OC2CCCN(C)C2)cc1 (stereo not given) | ? | nt |
| C=CCOC(=O)C1=C(C)NC(=O)NC1c1ccc2c(c1)OCO2 (stereo not given) | 10% | -22 |
| C#CCn1c(O)c(N=NC(=O)C(O)c2ccccc2)c2ccccc21 (stereo not given) | ? | nt |
| Cc1[nH]c2ccccc2c1C(=O)COC(=O)C(C)C | i | 28 |
| COc1cccc(S(=O)(=O)Nc2cccc(C(=O)N3CCCC3)c2)c1 | i | -13 |
| CCOC(=O)c1ccc(-n2c(CCC(=O)O)ccc2-c2ccc(F)cc2)cc1 | ? | nt |
| COc1ccnc(Oc2ccc(C)cc2)c1C#N | -14% | -29 |
| COc1cc2cc(CN(CCCN3CCOCC3)C(=O)Nc3ccc(F)cc3)c(=O)[nH]c2cc1OC | 6% | 8 |
| COc1cc(C(=O)Nc2ccc(-c3nc4cc(C)ccc4o3)c(O)c2)cc(OC)c1OC | ? | nt |
| CC(C)CC(=O)NS(=O)(=O)c1ccc(N)cc1 | 3% | 12 |
| O=C(Nc1ccc(F)cc1)c1cncs1 | -1% | 16 |
| COc1ccc(NC(=O)Cn2nc(C(F)(F)F)c3c2CCCC3)cc1OC | 3% | 1 |
| COc1cc(/C=N/NC(=O)CCN2CCN(Cc3ccccc3)CC2)cc(OC)c1OC | ? | nt |
| C[C@H](NC(N)=O)C(=O)Nc1ccc2c(c1)OCO2 | -5% | -6 |
| Cc1ccc(NC(=O)CSc2ccc(-c3cccnc3)nn2)cc1 | 3% | 8 |
| O=C(COc1ccc(-c2ccccc2)cc1)Nc1cccnc1 | ? | nt |
| O=C(c1cc2c(s1)-c1ccccc1S(=O)(=O)C2)N1CCCC1 | ? | nt |
| Cc1nc(C)c(-c2ccc(SCc3cccc(F)c3)nn2)s1 | ? | nt |
| CCOc1ccc(/C=C/C(=O)C(C(N)=O)=C2SCCS2)cc1 | 16% | 2 |
| Cc1ccc(N(CC(=O)NCc2ccccc2)C(=O)c2csnn2)c(C)c1 | ? | nt |
| COc1ccc(NC(=S)NNC(=O)CCn2cc([N+](=O)[O-])cn2)cc1 | ? | nt |

Next section.
smiles | S3 lipid droplet | S3 lipid droplet cell count max
O=C(/C=C/c1ccc2c(c1)OCO2)NCc1ccco1 | ? | nt
COCCNC(=O)C1CCN(Cc2cccc(OCc3ccccc3)c2)CC1 | ? | nt
c1ccc2c(c1)oc1c(NCCCN3CCOCC3)ncnc12 | ? | nt
Cc1ccc(-n2ncc3c2CC(C)(C)CC3NC(=O)c2cc[n+]([O-])cc2)cc1 (stereo not given) | ? | nt
COC(=O)Cn1cnc(=O)c(C#N)c1/C=C/N(C)C | ? | nt
COc1cc(NC(=O)CCc2nnc3ccc(N4CCC(C)CC4)nn23)cc(OC)c1 | i | -10
Cc1ccc(C)c(C(=O)OCC(=O)Nc2cccc(S(=O)(=O)NC3=NCCCCC3)c2)c1 | -3% | -14
Cc1cc(-n2cnc(-c3cn(C)nc3C)n2)no1 | ? | nt
c1cc(Nc2cccc3nccnc23)c2nccnc2c1 | 11% | -12
Cc1cccc(C(=O)NCC(=O)N2CCN(S(=O)(=O)c3ccc4c(c3)OCCO4)CC2)c1 | ? | nt
CCc1ccc(N/C(=N/c2nc(C)cc(C)n2)NC(C)=O)cc1 | ? | nt
O=C(COC(=O)c1ccc(F)cc1Cl)Nc1cccc(S(=O)(=O)N2CCOCC2)c1 | ? | nt
O=C(Nc1ncccn1)c1ccc(Cl)c([N+](=O)[O-])c1 | ? | nt
Cc1cc(N(C)C)c(C#N)c(=O)[nH]1 | ? | nt
Cc1csc(NC(=O)c2ccco2)c1C(=O)c1ccccc1 | ? | nt
O=C(Cc1ccc([N+](=O)[O-])cc1)Nc1ccc2c(c1)OCO2 | 3% | 3
CCNc1nc(SCCOc2ccc(C)cc2)nc(N(C)C)n1 | ? | nt
C/C=C(\CS(=O)(=O)c1ccccc1)S(=O)(=O)c1ccccc1 | 5.2µM* | -15*
CCc1nc2ccccc2c(C(=O)Oc2cccc3cccnc23)c1C | ? | nt
CC1(C)C(CO)=CC(=O)C2=C1SCC(=O)N2 | 0% | 2
CC(C)N(Cc1nc(-c2ccccc2)no1)C(=O)CCCN1C(=O)c2ccccc2C1=O | ? | nt
Cc1ccc(OCC(=O)Nc2ccc(N3CCOCC3)cc2)c([N+](=O)[O-])n1 | ? | nt
Cc1nc2ccccc2nc1CN1CCC(CO)(CC2CCCCO2)CC1 (stereo not given) | 3% | 13
CCN1CCN(c2ccc(Cl)cc2NC(=O)c2ccc(-n3nc(C)cc3C)cc2)CC1 | ? | nt
O=C1OC2(CCCCC2)CC2=C1C1O[C@](CCCCN3C(=O)c4ccccc4C3=O)(Cc3ccccc31)O2 | -19%[9.22 µM] | 7
O=C(CCC(=O)OCC(F)(F)C(F)F)Nc1ccc(F)cc1F | -1% | -8
COc1ccc([C@@H]2C[C@@H](c3ccccc3)Oc3cc(C)cc(C)c32)cc1 | ? | nt
Cc1csc2ncc(C(=O)NCc3ccccc3Cl)c(=O)n12 | 8% | 4
Cc1cccc2c1-c1sc(C(=O)N3CCc4ccccc4C3)cc1CO2 | ? | nt
O=C(NCCCN1CCOCC1)C(=O)NCC1OCCN1S(=O)(=O)c1ccc(Br)cc1 (stereo not given) | 8% | 0
COc1ccc(-c2csc3ncn(Cc4ccccc4)c(=O)c23)cc1 | ? | nt
O=C(CN1CCC(NC(=O)Cc2ccccc2)CC1)Nc1cccc2ccccc12 | 24% | 3
N#CC(C#N)=Cc1cc2ccccc2nc1N1CCCCC1 | ? | nt
O=C(Oc1cccnc1)c1ccc([N+](=O)[O-])cc1 | ? | nt
CN1CCN(CCCNC(=O)c2ccc(/C=C3\Oc4ccccc4N(Cc4ccccc4F)C3=O)cc2)CC1 | ? | nt
COc1ccc2c(c1)nc(SCC(=O)c1cccs1)n2C | 0% | nt
COc1ccc(CNC(=O)COC(=O)c2ccc(C)c(S(=O)(=O)N3CCOCC3)c2)cc1OC | ? | nt
CCCOc1ccc2nc(C)c(CCC)c(SC(=N)N)c2c1 | 6% | 15
CCOC(=O)CN(C(=O)c1ccccc1[N+](=O)[O-])C(C)(C)C | -17% | -6
Cc1cc(C)cc(N(CC(=O)N/N=C/c2ccncc2)S(=O)(=O)c2ccccc2)c1 | 17% | 15

Part of the list above in order of SMILES length, rising:
smiles | S3 lipid droplet | S3 lipid droplet cell count max
CCCOc1ccc2nc(C)c(CCC)c(SC(=N)N)c2c1 | 6% | 15
O=C(CN1CCC(NC(=O)Cc2ccccc2)CC1)Nc1cccc2ccccc12 | 24% | 3
Cc1ccc(OCC(=O)Nc2ccc(N3CCOCC3)cc2)c([N+](=O)[O-])n1 | ? | nt
Cc1cc(C)cc(N(CC(=O)N/N=C/c2ccncc2)S(=O)(=O)c2ccccc2)c1 | 17% | 15
COc1ccc(CNC(=O)COC(=O)c2ccc(C)c(S(=O)(=O)N3CCOCC3)c2)cc1OC | ? | nt

Other compounds follow:
smiles | S3 lipid droplet | S3 lipid droplet cell count max
O=C(Nc1cccc(O)c1)C1CC(c2c(F)cccc2Cl)=NO1 (stereo not given) | ? | nt
COc1cccc(Oc2cn[nH]c2-c2ccc(OC)cc2O)c1 | ? | nt
CCc1ccccc1NCC(=O)Nc1ccccc1C(=O)OC | 0% | -3
O=C(O)CSc1nnnn1-c1ccc2c(c1)OCCO2 | ? | nt
Cc1cc(C)c(C)c(S(=O)(=O)N2CCNCC2)c1C | ? | nt
CC1(C)CC(NC(=O)c2ccc(Cl)cc2Cl)CC(C)(C)N1 | ? | nt
CCCn1c(=O)c(Cc2ccccc2)c(O)c2ccccc21 | ? | nt
COc1ccc(-n2cccc2/C=C/[N+](=O)[O-])cc1 | ? | nt
O=C(O)[C@@H]1CCCN1c1ncnc2sc3c(c12)CCC3 | ? | nt
COc1ccccc1CN(C)c1ccc(S(=O)(=O)N2CCN(C)CC2)cn1 | ? | nt
CCN1CCN(C(=O)Cn2cnc3sc(C)c(S(=O)(=O)N4CCN(c5ncccn5)CC4)c3c2=O)CC1 | ? | nt
CC1(NC(=O)Nc2cccc3ccccc23)CCS(=O)(=O)C1 (stereo not given) | ? | nt
CC1CN(C2CCN(S(=O)(=O)c3ccc(F)cc3)CC2)CC(C)O1 (stereo not given) | ? | nt
CCC(C)(C)n1nnnc1C(c1ccccn1)N1CCN(c2cccc(OC)c2)CC1 (stereo not given) | 8% | 0
O=C(N1CCN(Cc2ccccc2)CC1)C(Cl)(Cl)Cl | ? | nt
FC(F)(F)c1ccc(N=Cc2sc(N3CCOCC3)nc2-c2ccccc2)cc1 | 5% | -15
O=S(=O)(c1cc(Cl)ccc1Cl)N1CCN(Cc2ccc3c(c2)OCO3)CC1 | 9% | -15
CCCNc1c(NC(=O)c2ccc3c(c2)OCO3)c(=O)oc2ccccc12 | ? | nt
COC(=O)C(CC(C)C)NC(=O)/C=C/c1ccc(Cl)cc1 (stereo not given) | ? | nt
COc1cc2[nH]c(=O)n(CCC(=O)NC3CCN(Cc4ccccc4)CC3)c(=O)c2cc1OC | ? | nt
COc1cccc(C2NC(=O)NC(C)=C2C(=O)OCC2CCCO2)c1 (stereo not given) | ? | nt
CC1(C)Cc2c(cnn2-c2ccc(F)cc2)C(NC(=O)CCc2ccncc2)C1 (stereo not given) | ? | nt
CCOc1ccc(NC(=S)N2CCC(c3nc4ccccc4[nH]3)CC2)cc1 | -3% | 0
COc1ccc(S(=O)(=O)NC2CCCCCC2)cc1C(N)=O | ? | nt
COCC(C)n1c(C)cc(C(=O)Cn2c(=O)oc3ccccc32)c1C (stereo not given) | 25% | 8
O=C(CSc1nnc(CNC(=O)c2c(F)cccc2F)o1)Nc1ccc2c(c1)OCCO2 | -13% | -15
COc1ccc(CNCc2ccco2)cc1OCc1ccccc1 | ? | nt
CSc1nc(-c2ccccc2)ccc1C(N)=O | i | nt
